# TRPML3 ag = activates the human TRPML3 channel; activation, % at 3 µM; HEK293 TRPML3-YFP, Fluo-8 calcium fluorescence; 100% = the carbachol control signal; AID 1448; actives 0.29% (n = 220,000); Q8TDD5;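 active = activation above its plate's cutoff, the mean activation of the plate's test wells plus 3 SD, cut at about 12% in these data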;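 also: 0% = DMSO only wells and 100% = carbachol wells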
#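 Material: HEK293 cells stably carrying human TRPML3-YFP; compound dosing: single dose, 3 µM final nominal compound, 0.3% DMSO final; incubation: 1-h 37 °C dye load, 5-s basal, 120-s post-compound reads; technique: Fluo-8 intracellular calcium fluorescence, excitation 470-495 nm, emission 515-575 nm; read-out basis: percent activation from peak-to-basal fluorescence ratio, scaled between DMSO and carbachol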
# Furin inh = inhibitors of human furin | P09958 | AID 463115 | actives 0.061% (n = 220,000) | purified furin, fluorogenic substrate cleavage | inhibition, % at 30 µM; in the data active = inhibition above about 25%; also: inactives centre near -15
# Target sequence (P09958 108-714 limits assumed): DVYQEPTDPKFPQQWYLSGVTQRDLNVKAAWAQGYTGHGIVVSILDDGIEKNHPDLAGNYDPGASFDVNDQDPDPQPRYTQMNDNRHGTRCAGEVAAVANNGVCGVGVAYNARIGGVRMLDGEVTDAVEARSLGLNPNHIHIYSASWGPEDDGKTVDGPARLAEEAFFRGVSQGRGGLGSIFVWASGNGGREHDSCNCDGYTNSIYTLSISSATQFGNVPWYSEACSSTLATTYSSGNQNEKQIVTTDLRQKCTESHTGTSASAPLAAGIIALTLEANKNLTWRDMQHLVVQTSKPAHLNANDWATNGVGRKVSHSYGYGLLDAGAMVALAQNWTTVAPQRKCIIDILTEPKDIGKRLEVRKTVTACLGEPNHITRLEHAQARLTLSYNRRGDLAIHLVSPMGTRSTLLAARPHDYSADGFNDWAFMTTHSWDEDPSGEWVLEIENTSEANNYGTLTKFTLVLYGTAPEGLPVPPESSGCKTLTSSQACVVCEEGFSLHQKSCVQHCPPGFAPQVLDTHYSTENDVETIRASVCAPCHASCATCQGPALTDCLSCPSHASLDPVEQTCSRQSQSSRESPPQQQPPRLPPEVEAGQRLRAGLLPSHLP
# zfTRPN1 agonist = zebrafish TRPN1 (NompC) channel agonism | HEK293 zebrafish TRPN1-YFP, Fluo-8 calcium fluorescence; 100% = response to 87 µM carbachol | actives 0.18% (n = 220,000) | activation, % at 3 µM;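 active = activation above its plate's cutoff, the mean activation of test wells on that plate plus 3 SD, cut at about 19% in these data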;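 also: 0% = DMSO alone and 100% = 87 µM carbachol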
#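 Material: zebrafish TRPN1-YFP in HEK293 cells. Doses: one dose of 3 µM, 0.3% DMSO. Incubation: dye 1 h 37 °C plus 30 min RT. Measured by: intracellular calcium fluorescence with Fluo-8.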
# PPC-1+TRAIL kill = kills PPC-1 cancer cells in the presence of TRAIL | AID 1443 | cell killing (% activity), % at 4 µM | actives 0.41% (n = 220,000) | PPC-1 cells + TRAIL, ATPLite viability luminescence;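 active = cell killing above 50% in the first pass at 4 µM, then a duplicate retest at 5 µM averaging 50% or more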;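 also: plate controls were cells with TRAIL plus DMSO for no effect and medium-only wells lacking cells for full effect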
# EBV gp42 block = EBV gp42 inhibition | Q1HVG2 | Fluorescence polarization binding assay, mP read-out | inhibition, % (tested at 21.74 µM) | actives 0.42% (n = 220,000); in the data active = inhibition above about 50%
# Target sequence (Q1HVG2 whole entry, looked up): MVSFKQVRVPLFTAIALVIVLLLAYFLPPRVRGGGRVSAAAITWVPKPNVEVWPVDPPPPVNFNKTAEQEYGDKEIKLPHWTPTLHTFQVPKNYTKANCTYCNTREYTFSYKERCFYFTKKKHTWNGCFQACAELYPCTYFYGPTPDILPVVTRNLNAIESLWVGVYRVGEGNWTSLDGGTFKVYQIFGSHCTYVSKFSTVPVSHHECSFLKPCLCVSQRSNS
# Calpain2 inh = blocks pig calpain II enzyme activity; actives 0.37% (n = 220,000); AID 1236; inhibition, % at 16 µM; purified calpain II, fluorogenic peptide substrate, 30 min;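 active = inhibition above about 50%, limit read from the data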
# TbHK1 inh = blocks Trypanosoma brucei hexokinase 1 activity; recombinant TbHK1, G6PDH-coupled NADH A340; AID 1430; inhibition, % at 10 µM; actives 0.11% (n = 220,000);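 active = inhibition of 50% or more in the single-dose primary screen; inactive = inhibition below 50%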
# Cl transport mod = modulates chloride dependent transport by human KCC2 | Q9H2X9 | KCC2 cells, thallium flux FluoZin-2 fluorescence | B-score of Tl+ flux slope (higher = more flux/activation; lower = inhibition) at 10 µM | actives 2.2% (n = 190,000) | AID 1456;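 active = thallium flux slope and its plate-corrected score both differing from the plate sample mean at a set confidence after two filtering rounds, in either direction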;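 also: slope of fluorescence scaled to starting intensity during 10 to 20 s after thallium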
# Thrombin inh = blocks human thrombin protease activity; inhibition, % at 5 µM; alpha-thrombin, Boc-VPR-AMC fluorogenic substrate cleavage; actives 0.26% (n = 220,000); AID 1046;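 active = inhibition at or above 40%; inactive = inhibition below 40%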;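 also: 0% = enzyme with no compound and 100% = wells without enzyme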
#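 System: human alpha-thrombin protein; Compound dosing: one concentration per compound, 5 µM, with 0.2% DMSO; Timing: reaction at room temperature; Technique: AMC fluorescence, 355/460 nm; Controls: enzyme without compound as high, wells lacking enzyme as low.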
# * = called active by the depositor; i = inactive; . = not tested or not shown; [ ] = dose if it differs, or a comment.
SMILES,TRPML3 ag,Furin inh,zfTRPN1 agonist,PPC-1+TRAIL kill,EBV gp42 block,Calpain2 inh,TbHK1 inh,Cl transport mod,Thrombin inh
COc1ccc(OCCCNCCc2ccccc2)cc1,1.9,-36,2.4,-3,-4,6,2,-1.5,-1
Cc1ccc(NC(=O)Nc2ccccc2)cc1[N+](=O)[O-],8.4,-22,16,17,-15,1,2,-0.086,2
Cn1cccc1CNCc1ccc(F)cc1,0.3,-21,-0.1,2,1,-10,-2,-0.02,-4
COc1ccc(N/N=C(/C(C)=O)N2CCCc3ccccc32)cc1,-0.2,3,-1.6,-14,-12,38,-23,-1.5,-9
O=C(COc1ccc(OCc2ccccc2)cc1)NN=C1CCCC1,0.7,-18,0.8,10,-9,15,6,-0.95,-3
O=C(CSc1nc2ccccc2o1)NCc1n[nH]c(=O)c2ccccc12,0.6,-22,1.3,-12,-11,-6,-1,0.016,-3
CCOCc1nnc(NS(C)(=O)=O)s1,1.1,-31,1.9,-24,-20,-11,2,-0.46,-4
Cc1c(C(=O)OCC(C)(C)CN(C)C)oc2ccccc12,0.5,-23,0.8,6,-7,-13,7,-0.66,0
COc1ccc(C(CCN2CCCC2)c2c(OC)cc(OC)c3c(-c4ccccc4)cc(=O)oc23)cc1 (stereo not drawn),.,10,.,14,-15,-6,-8,0.74,4
CC(=O)N1CCC(N2CCN(c3ccccc3F)CC2)CC1,0.0,-8,1.2,-19,-10,4,1,0.9,1

# Brought forward from above: five compounds, then new ones.
SMILES,TRPML3 ag,Furin inh,zfTRPN1 agonist,PPC-1+TRAIL kill,EBV gp42 block,Calpain2 inh,TbHK1 inh,Cl transport mod,Thrombin inh
O=C(CSc1nc2ccccc2o1)NCc1n[nH]c(=O)c2ccccc12,0.6,-22,1.3,-12,-11,-6,-1,0.016,-3
CCOCc1nnc(NS(C)(=O)=O)s1,1.1,-31,1.9,-24,-20,-11,2,-0.46,-4
Cc1c(C(=O)OCC(C)(C)CN(C)C)oc2ccccc12,0.5,-23,0.8,6,-7,-13,7,-0.66,0
COc1ccc(C(CCN2CCCC2)c2c(OC)cc(OC)c3c(-c4ccccc4)cc(=O)oc23)cc1 (stereo not drawn),.,10,.,14,-15,-6,-8,0.74,4
CC(=O)N1CCC(N2CCN(c3ccccc3F)CC2)CC1,0.0,-8,1.2,-19,-10,4,1,0.9,1
N/C(=N\OC(=O)CC1CCCCC1)c1cccnc1,0.2,-21[20 µM],-1.0,41,-5,-13,-3,1.1,3
COc1nc(-c2ccc(Cl)cc2)nnc1C,0.5,-22,-0.8,13,-6,-25,-4,-0.94,1
COC(=O)C(CC(C)C)NC(=O)c1cccs1 (stereo not drawn),0.7,-5,1.6,3,-9,30,18,0.83,.
O=C(CC1S/C(=N/N=C/c2ccco2)NC1=O)Nc1ccccc1 (stereo not drawn),0.8,-17,1.2,0,-3,26,-7,0.12,5
O=C(CSc1nnc(SCc2cccc3ccccc23)s1)N=Nc1c(O)[nH]c2ccccc12,0.6,-17,-0.6,16,13,-79,0,-0.93,11
Cc1cc(Br)ccc1OCCN1CC(C)OC(C)C1 (stereo not drawn),0.5,-33,1.3,1,-6,-12,-2,-0.025,2
COc1c(F)c(F)c(C(=O)Nc2ccc(N3CCN(Cc4ccccc4)CC3)cc2)c(F)c1F,2.1,0[20 µM],2.6,-4,-3,15,-9,-1.3,4
COc1ccc(CNC(=O)c2ccc[nH]2)cc1,0.7,-20,1.5,14,-10,-15,-1,0.04,-3
O=[N+]([O-])c1cccc(S(=O)(=O)c2cccc([N+](=O)[O-])c2)c1,0.5,-28,-0.1,14,-9,-9,0,-0.26,-4
O=C(O)CCC1=C2c3ccccc3CCN2C(=O)CC1,-0.4,-21[20 µM],-0.9,11,-3,14,-12,0.62,-4
COC(=O)c1ccc(CSc2nc3cc(Cl)ccc3s2)o1,-0.7,-8[20 µM],0.2,4,2,7,-2,0.32,-4
CCOC(=O)c1ccc(N2C(=O)CC(C)(CC)CC2=O)cc1,0.2,-22,1.1,3,-12,6,3,-0.012,1
CCOc1cccc(-c2nnc(SCC(=O)Nc3cccc(OC)c3)n2N)c1,-1.3,-13,-0.6,-11,-3,-28,6,-0.94,-10
C/C=C\C=C/C(=O)Nc1cccc(C2=NOC3(C2)C[C@@H](C(N)=O)N(C(=O)CCCCC)C3)c1 (stereo partly drawn),.,-15,.,1,-12,-55,-20,1.1,-8
COc1ccc(C2=Nc3cccc4cccc(c34)N2)cc1,0.4,-10[20 µM],0.5,10,-17,-14,-14,-0.94,-1
CCOC(=O)C1=C(SCC)c2cc3c(n2C1=O)CCCC3,-0.8,-14[20 µM],-1.4,9,2,-30,-11,-0.043,6
COc1ccc(-c2nc(=S)c3c(n2CCN2CCOCC2)CC(C)(C)OC3)cc1,0.9,-1,0.3,0,-7,16,-39,0.59,-4
CCCCNC(=S)NNC(=O)CCn1nc(C)c(Br)c1C,0.2,-18[20 µM],-1.6,6,0,18,-3,.,-6
CCOc1cc(C(=O)CSc2nnc(CNc3ccc(Cl)cc3)o2)ccc1NC(=O)CC,-0.6,-16,2.8,6,-29,-36,0,-0.36,6
CC[C@@H](C)[C@@H](C(=O)N1CCN(C(=O)OC(C)(C)C)CC1)n1cc(CCCCNC(=O)OC(C)(C)C)nn1,1.9,-22,3.7,3,-11,20,-10,-1.1,-1
CCCc1nc(SCC(=O)NNC(=O)c2ccc(OC)cc2)c2ccccc2n1,-0.2,-19,-0.7,6,3,4,-2,-1.5,2
O=C(NCc1ccc2c(c1)OCO2)C(c1ccco1)N(C(=O)c1csnn1)c1ccccc1 (stereo not drawn),0.5,-12[20 µM],1.5,26,-6,-4,4,-0.43,4
CN1C(=O)c2ccc(NC(=O)C3CCCCC3)cc2C1=O,-0.4,-21,1.2,10,-1,i,23,.,-1
CC(=O)Cc1nsc(NC(=O)c2cc(-c3ccc(Cl)c(Cl)c3)oc2C)n1,1.3,-17[20 µM],-1.8,18,-21,17,-5,.,-8
COc1ccc(/C=N/n2cnc3c([nH]c4ccc(Br)cc43)c2=O)cc1CN1CCOCC1,0.3,-16[20 µM],1.6,2,-22,-107,-30,0.7,-1
Cc1[nH]c2ccccc2c1/C=N/NC(=O)Nc1ccccc1,1.1,-26,0.0,8,1,-38,-2,0.64,-11
CC(C)(C)Cc1nc2ccccc2n1CCc1ccccc1,0.6,-18[20 µM],-2.1,-6,3,17,17,-1.3,-7
O=S(=O)(c1cccs1)N1CN(Cc2ccc(Cl)cc2)c2nc3ccccc3nc21,-0.1,-9[20 µM],0.2,18,-5,13,-2,.,1
Cc1ccc(C(=O)NNC(=O)c2ccc3ncccc3c2)cc1,0.6,6,-0.7,3,6,52*,-3,-1.1,-4
Cc1noc(C)c1S(=O)(=O)N(CC(=O)N1CCCC1)c1ccc(C(C)C)cc1,-0.6,-19,0.2,-1,-15,1,5,.,0
CCC(=O)c1ccc2c(c1)OCCO2,0.3,-9,1.7,29,-13,18,-3,1,3
COc1ccc(OC)c(NC(=O)C2=C(C)Nc3ncnn3C2c2cccs2)c1 (stereo not drawn),-0.6,-12,0.6,18,-7,-46,-1,0.15,-2
COc1ccnc(-n2cccc2C=O)c1C#N,0.1,-15,0.3,-17,-14,-29,1,-0.14,-6
CCOc1c(N2CCOCC2)c(=O)c1=O,0.2,-18,-0.2,19,-8,-7,-15,0.0068,-1
CCNC(=O)C/C(C)=N/NC(=O)C1CCCCC1,0.6,-11,-1.0,9,-8,-10,16,0.92,-5
COc1ccc(C2N(c3ccc4c(c3)OCCO4)C(=O)C2(F)F)cc1OC (stereo not drawn),-0.1,-21,-0.8,16,8,-8,3,-1.4,-3
CCCCn1c(SCc2nc3ccccc3s2)nc2ccccc2c1=O,0.5,-15,4.9,10,-1,42,-11,0.34,-10
O=C(CN1CCCC1)NCC12CC3CC(CC(C3)C1)C2,0.9,-12,0.3,-4,-14,7,2,0.041,-5
CC1(C)CC(NC(=O)CC2CCCCC2)CC(C)(C)N1,1.3,-15,0.0,8,-22,-12,29,0.0086,3
COc1cc(/C=N/NC2=NC(C)(C)Cc3ccccc32)cc(OC)c1OC,-0.6,9,-1.9,12,-14,31,-27,-3.1,2
CCOC(=O)c1cc(NC(=O)c2cccnc2)cc(C(=O)OCC)c1,0.1,-9[20 µM],0.1,-7,-7,-14,1,0.047,1
O=C1CC(c2ccccc2)CC(O)=C1C=NCCCN1CCOCC1 (stereo not drawn),0.4,-16[20 µM],1.1,24,-15,-5,-2,0.2,1
CCN(CC)C(=O)c1ccc(-c2cccs2)s1,-1.2,-6,-2.2,25,-18,11,-36,.,-6
O=C(c1cc2c(s1)CCCC2)n1cccn1,0.2,-14[20 µM],-0.4,32,-14,7,-3,1,-6
CSCCC(NC(=O)c1ccc([N+](=O)[O-])cc1Cl)C(=O)OCC(=O)NCC(F)(F)F (stereo not drawn),-0.3,-25,0.0,-14,-10,2,1,-0.3,-9
COC(=O)COc1ccc(S(=O)(=O)NCc2ccco2)cc1Cl,0.2,-18[20 µM],0.5,-7,-5,9,-3,-0.69,-5
O=C(Nc1ccc(F)cc1F)c1cc2ncc(Br)cn2n1,-0.2,-12[20 µM],-0.5,5,-3,-73,1,0.58,2
CC/C(=N\NC(=O)c1ccncc1)C12CC3CC(CC(C3)C1)C2,0.9,-7[20 µM],0.9,6,-6,14,-4,0.97,-5
COc1ccccc1NC(=O)C(=O)N/N=C/c1ccc([N+](=O)[O-])s1,0.5,-12,0.8,19,79*,-36,-8,0.16,-9
COc1ccc(C2CC(c3cccs3)=NN2S(=O)(=O)c2ccc(C)cc2)cc1 (stereo not drawn),0.2,-18[20 µM],3.9,.,.,.,-5,.,.
# Other compounds
SMILES,TRPML3 ag,Furin inh,zfTRPN1 agonist,PPC-1+TRAIL kill,EBV gp42 block,Calpain2 inh,TbHK1 inh,Cl transport mod,Thrombin inh
O=C(Cc1cc(=O)[nH][nH]1)N/N=C/c1ccccc1Cl,1.0,-22,0.8,13,1,-12,-5,0.1,-1
CN(CC(=O)N1CCCCCC1)S(=O)(=O)c1ccc(F)cc1,0.3,-19,1.3,20,2,-15,0,0.78,-5
CCNC(=O)c1ccc(-n2nc(C(F)(F)F)c3c2CCCC3)cc1,0.7,-16[20 µM],1.0,23,-6,-7,4,-0.21,-6
CC1(C)CC2CC(C)(CN2C(=S)Nc2ccccc2)C1 (stereo not drawn),0.0,-22,3.6,-5,-14,5,-3,0.45,15
O=C(c1cc2nc(C3CC3)cc(C(F)F)n2n1)N1CCOCC1,1.2,-16[20 µM],0.5,26,-21,-26,0,-0.025,-8
Cn1ccnc1C1CCCCN1Cc1nc(-c2ccc3c(c2)OCO3)no1 (stereo not drawn),-0.3,-22,-1.6,17,-19,11,-6,-0.46,-4
CC(C)CC(=O)N1CCN(Cc2ccccc2[N+](=O)[O-])CC1,1.6,-21,0.4,8,-6,-17,-11,1,-8
O=C(Nc1ccc(-c2cn3c(n2)SCC3)cc1)c1ccc2ccccc2n1,2.5,-28,5.5,-3,-5,-18,-17,-0.81,0

# Source: PubChem BioAssay (several laboratories)
